S100A4 MyoIIA = inhibitors of S100A4-myosin IIA peptide binding, primary screen, biochemical, fluorescence polarization, TAMRA-MyoIIA peptide. inhibition, % at 10.7 µM. 360,000 compounds, 0.14% hits. AID 652163, 2013;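 active means mean inhibition of at least 70% across replicates, with every replicate also reaching that level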
Target sequence (P26447 whole entry, looked up): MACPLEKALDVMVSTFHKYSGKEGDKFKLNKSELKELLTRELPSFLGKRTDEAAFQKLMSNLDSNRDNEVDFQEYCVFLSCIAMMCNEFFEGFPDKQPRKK
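System – human S100A4 monomer protein, biochemical binding assay · Buffer or medium – Calcium-containing HEPES buffer, pH 7.2 · Timing – 5 min between mix addition and reading · Also added – TAMRA-labelled myosin IIA heavy-chain peptide probe, 5 nM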
ERAP1 HTS inh = human ERAP1 aminopeptidase inhibitors, primary screen, biochemical, single point, plate reader | Endoplasmic reticulum aminopeptidase 1 (Homo sapiens), Q9NZ08 | recombinant ERAP1, Leu-AMC fluorescence, 60 min | inhibition, % at 10.7 µM | 340,000 compounds, 0.15% hits | AID 652197, 2013;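 active means mean replicate inhibition of at least 30%, or all replicates individually reaching that 30% level; inactive means mean below 30% and not every replicate reaching it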;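 further: 0% = neutral control wells and 100% = L-leucinethiol positive control wells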
Xi reactivation = activators of inactive X chromosome reactivation, primary screen, imaging, XiGFP fibroblasts, GFP high-content imaging, set 2. XiGFP mouse fibroblasts, % GFP-positive cells imaging, 3 d; cells co-treated with 5-aza-dC sensitizer; scaled so ellipticine positive control = 100%. AID 743238, 2013. activation, % at 7.58 µM. 360,000 compounds, 0.055% hits;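 active means mean normalized replicate activation at least 10% and every replicate at or above 10%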;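 further: 0% = median of on-plate neutral control wells and 100% = ellipticine 6 µM median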
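Material: XiGFP fibroblasts, SV40-immortalized; Buffer or medium: DMEM containing 5-aza-dC; Compound dosing: single point; Times: 3 days compound exposure.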
E-selectin induc = E-selectin induction in HUVECs, primary screen, imaging, HUVEC, immunofluorescence imaging, single point; normalized: neutral wells 0, TNF-alpha wells 100; activation, % at 7.58 µM; 260,000 compounds, 0.37% hits; P16581;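 active means mean E-selectin-positive cell signal at least 10% of the positive control, reached in at least 60% of replicates, without over 20% cell loss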;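 further: in these data hits start at about 27%; measured in HUVEC primary endothelial cells; signal is the percent of cells scored E-selectin positive by PE staining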
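Read-out basis: % PE-positive cells; Test system: HUVEC primary endothelial cells; Technique: immunofluorescence imaging; Dosing: single-point compound dose.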
RAD52 anneal inh = RAD52 DNA annealing inhibitors, primary screen, biochemical, FRET, single point, set 2; inhibition, % at 18.7 µM; 360,000 compounds, 0.46% hits; recombinant RAD52 DNA annealing, FRET fluorescence;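 active means every replicate showing at least 50% inhibition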
RAD54 branch = inhibitors of human RAD54 branch migration, primary screen, biochemical, fluorescence, single point. 360,000 compounds, 0.14% hits. AID 602329, 2012. DNA repair and recombination protein RAD54-like (Homo sapiens), Q92698. RAD54 Holliday junction branch migration, FAM/BHQ fluorescence. inhibition, % at 10.4 µM;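 active means mean normalized replicate activity at least 40 and at least half of replicates scoring 40 or more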;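 further: 0% = median of neutral control wells and 100% = median of positive control wells; inhibitors cause a drop in the FAM fluorescence signal; in these data hits start at about 50%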
Target sequence (Q92698 whole entry, looked up): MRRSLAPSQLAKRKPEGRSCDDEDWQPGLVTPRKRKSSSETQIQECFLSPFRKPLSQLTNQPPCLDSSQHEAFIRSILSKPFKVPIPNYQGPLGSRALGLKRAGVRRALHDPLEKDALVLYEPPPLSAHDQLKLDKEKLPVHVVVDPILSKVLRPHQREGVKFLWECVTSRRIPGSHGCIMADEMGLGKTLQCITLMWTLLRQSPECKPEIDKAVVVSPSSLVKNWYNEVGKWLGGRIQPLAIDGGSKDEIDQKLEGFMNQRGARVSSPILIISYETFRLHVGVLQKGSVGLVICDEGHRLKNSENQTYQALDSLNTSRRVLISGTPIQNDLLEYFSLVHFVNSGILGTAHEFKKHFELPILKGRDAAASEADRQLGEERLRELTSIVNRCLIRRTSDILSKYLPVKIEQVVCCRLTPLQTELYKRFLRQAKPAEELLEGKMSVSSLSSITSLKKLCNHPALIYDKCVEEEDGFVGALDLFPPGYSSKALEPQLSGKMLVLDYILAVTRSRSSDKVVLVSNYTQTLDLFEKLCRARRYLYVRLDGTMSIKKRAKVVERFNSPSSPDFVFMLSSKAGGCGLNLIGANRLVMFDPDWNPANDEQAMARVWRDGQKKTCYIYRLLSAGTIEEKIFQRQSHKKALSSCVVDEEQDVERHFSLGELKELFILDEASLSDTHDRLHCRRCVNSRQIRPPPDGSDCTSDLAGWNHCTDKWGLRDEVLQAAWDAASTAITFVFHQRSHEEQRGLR
ERp5 block = inhibitors of ERp5-driven insulin aggregation, primary screen, biochemical, turbidity, absorbance 650 nm, single point; Protein disulfide-isomerase A6 (Homo sapiens), Q15084; 90 min; inhibition, % at 9.99 µM; 350,000 compounds, 0.05% hits;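 active means mean replicate inhibition above about 25%, with every replicate also reaching it, limit read from the data, passing the limit was not always enough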
esBAF inh = Bmi1 luciferase reporter increase in mESCs, primary screen, esBAF inhibitor project, mouse ES cells, Bmi1 luciferase knock-in, single point | 24 h; 100% = twice the neutral-well signal | reporter increase, % at 12.5 µM | 350,000 compounds, 2% hits; in the data active means activation above about 40%;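 further: 0% = median of the plate's neutral control wells and 100% = double that signal; a rise in the Bmi1 reporter signal indicates esBAF inhibition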
An asterisk follows results filed as active; . = not tested or not shown.

item	canonical_smiles	S100A4 MyoIIA	ERAP1 HTS inh	Xi reactivation	E-selectin induc	RAD52 anneal inh	RAD54 branch	ERp5 block	esBAF inh
1	CCOC(=O)c1c(C)[nH]c(C)c1S(=O)(=O)N1CCN(c2cccc(C)c2)C(C)C1 (stereo unspecified)	-7	0	0.0	.	-15	8	3	-2
2	Cc1ccc(OCCNC(=O)CCc2nc3sc4c(c3c(=O)[nH]2)CCCC4)cc1	-4	-1	0.1	-0.3	-46	3	3	3
3	CC[C@]12c3[nH]c4cc(-c5ccco5)ccc4c3CCN1C(=O)[C@@H](CC(=O)NCCCN(C)C)C[C@@H]2C(=O)N1CCN(C(=O)c2ccco2)CC1	-2	.	0.0	6.7	12	4	-6	-1
4	COc1ccc(CCNC(=O)CSc2nn(-c3ccccc3)c(=S)s2)cc1	3	-1	0.2	-0.1	-41	-1	9	-1
5	CCC(=O)Nc1ccc2c(c1)OC[C@H](C)NC[C@H](C)[C@@H](OC)CN(C)C2=O	-2	-1	0.0	-0.1	8	-1	1	1
6	Cc1noc(C)c1NC(=O)N[C@H]1C=C[C@@H](CC(=O)NCCCN(C)C)O[C@H]1CO	1	1	0.3	-0.4	8	-2	-1	-2
7	CC(C)(C)n1nnnc1C(c1cc2ccccc2o1)N(CCC#N)Cc1ccccc1 (stereo unspecified)	-5	.	0.1	-0.2	-5	.	-2	.
8	Cc1noc(C)c1S(=O)(=O)Nc1ccc2c(c1)CC(=O)N([C@H](C)CO)C[C@H](C)[C@H](CN(C)C(=O)NC(C)C)O2	-10	4	5.9	0.0	-15	11	-2	-10
9	COc1ccc(CC(Cc2ccc(OC)c(OC)c2)NC=O)cc1OC	16	-3	-0.1	-0.3	-7	5	2	3
10	C[C@H](CO)N1C[C@H](C)[C@@H](CN(C)S(=O)(=O)c2cn(C)cn2)Oc2c(NS(C)(=O)=O)cccc2C1=O	3	1	-0.2	.	15	3	-3	-6
11	CN(CC(=O)Nc1ccc(Cl)c(C(F)(F)F)c1)C(=O)c1ccc(N2CCOCC2)c([N+](=O)[O-])c1	1	0	0.0	-0.1	-8	6	1	-12
12	COc1cc(/C=N/NC(=O)CCn2c3ccccc3c3ccccc32)ccc1O	-1	-1	.	.	-14	-3	3	1
13	N#Cc1cn(CC(=O)NCc2cccnc2)c2ccccc12	4	0	.	.	-14	-1	1	-5
14	O=C(COC(=O)c1cc[n+]([O-])cc1)Nc1cccc(Cl)c1Cl	-1	-1	0.0	.	-13	.	3	.
15	CC(Oc1ccc2ccc(=O)oc2c1)C(=O)NCCN1CCOCC1 (stereo unspecified)	2	-3	0.1	.	-14	6	3	-1
16	CC(C)OCC(O)CN1CCC(Cc2ccccc2)CC1 (stereo unspecified)	2	-2	0.1	.	-5	1	-3	0
17	Cc1ccc(C)c(N(C)S(=O)(=O)c2ccc3c(c2)oc(=O)n3C)c1	-4	0	0.8	0.0	-19	14	1	1
18	CC(=CC(=O)c1ccccc1)c1ccccc1	-2	2	0.6	0.9	-8	7	-2	37
19	CO[C@@H]1CN(C)C(=O)c2ccc(NS(=O)(=O)c3cn(C)cn3)cc2OC[C@@H](C)N(Cc2ccc(C(F)(F)F)cc2)C[C@H]1C	1	4	0.2	0.1	7	-1	0	-2
20	CC(=O)c1cccc(NC(=O)c2cc(-c3ccncc3)nc3ccccc23)c1	-6	4	0.1	.	-11	9	-4	0
21	Cc1noc(C)c1S(=O)(=O)Nc1ccc2c(c1)C(=O)N([C@@H](C)CO)C[C@@H](C)[C@H](CN(C)CC1CC1)O2	-13	0	0.3	.	0	-2	-7	-4
22	O=C1OC[C@@H]2CCCN2C(=O)[C@@H](CC(=O)N(CCO)Cc2ccccc2)C/C=C\CC[C@H]1Cc1ccc(F)cc1	-6	-2	-0.1	0.0	-12	4	-1	-2
23	N=C1/C(=C/c2ccc(OC(=O)c3ccco3)cc2)C(=O)N=C2SC=CN12	5	3	0.1	5.4	-35	.	2	.
24	COc1ccc(CNC(=O)c2cc(-c3cc(C)cc(C)c3O)n[nH]2)cc1	-2	.	3.3	8.6	-8	2	2	-7
25	O=C(Nc1ccc(N2CCOCC2)cc1)c1nc2ccccc2s1	4	1	-0.5	.	-16	.	5	-46
26	Cc1ccc(NC(=O)Cn2nnc(C(=O)NCc3ccccc3)c2N)cc1C	-5	7	.	.	-17	4	5	-11
27	CC(=O)Nc1ccc(Nc2cc(-c3ccccc3)nc3ncnn23)cc1	6	0	0.3	-2.4	-5	-3	-4	-8
28	NC(=O)N/N=C\c1cccs1	1	-3	0.0	0.1	-5	1	2	-6
29	Cc1ccc(N(C)S(=O)(=O)c2cccc(C(=O)OCC(=O)N3CCCC(C)C3)c2)cc1 (stereo unspecified)	-1	0	0.2	-0.3	-8	-1	9	-5
30	COc1ccc(S(=O)(=O)N2CCCCN3[C@H](C2)[C@H](c2ccc(C4=CCCC4)cc2)[C@@H]3CO)cc1	2	1	0.1	-0.4	-27	2	6	-2
31	Cc1ccc(C)c(N2CCN(S(=O)(=O)c3ccc4c(c3)C(C)(C)C(=O)N4C)CC2)c1	-12	.	0.5	-0.1	-1	-2	-1	4
32	CC1CN(c2ccnc3cc(Cl)ccc23)CC(C)O1 (stereo unspecified)	3	0	0.1	0.0	-1	3	4	2
33	O=C(NN=C1c2ccccc2-c2ccccc21)c1cccc(Br)c1	3	6	0.5	.	-10	.	13	.
34	CCCNC(=O)CSc1nc2[nH]ncc2c(=O)[nH]1	-2	13	0.0	-9.1	-16	.	-1	.
35	O=C(CSc1nc2c(c(=O)n1-c1ccccc1)SCC2)N1CCN(c2ccccc2)CC1	-8	5	0.0	-0.2	-3	-15	7	12
36	C[C@H]1CN([C@@H](C)CO)C(=O)c2cc(C#Cc3cccc(F)c3)cnc2O[C@@H]1CN(C)Cc1ccccn1	0	-2	0.0	-2.3	-6	8	1	-8
37	Cn1cccc1/C=N/NC(=O)c1cccs1	5	0	0.1	.	-1	1	-4	37
38	Cc1cccc(-n2ccc(=O)c(C(=O)Nc3ccc(S(=O)(=O)N4CCOCC4)cc3)n2)c1	-3	-1	-0.1	0.3	1	19	-1	1
39	O=C(Nc1cc(F)ccc1F)N1CC(=O)N2[C@H](CO)[C@H](c3ccc(-c4cccnc4)cc3)[C@H]2C1	-7	1	0.1	0.0	-7	.	1	.
40	CN1C(=O)c2cc(NS(C)(=O)=O)ccc2OC[C@@H]2O[C@@H](CC(=O)NC3CCCCC3)CC[C@@H]21	1	-1	-0.1	0.3	1	6	-2	0
41	CC1CCCCC12NC(=O)N(CC(=O)N1CCc3ccccc3C1)C2=O (stereo unspecified)	1	1	0.0	.	1	-8	1	.
42	CSCCC(NS(=O)(=O)/C=C/c1ccccc1)C(=O)N1CCC(C)CC1 (stereo unspecified)	-2	0	.	0.2	-9	-1	4	0
43	Cc1ccc2nc(-c3cccc(Br)c3)cc(C(=O)NCC3CCCO3)c2c1 (stereo unspecified)	-3	-2	0.4	0.3	-7	3	7	-3
44	O=C(Nc1nnc(-c2cccs2)s1)c1cccc(F)c1	-1	1	0.1	-1.4	-3	-3	4	60*
45	O=C(Oc1ccc(-c2nnco2)cc1)c1ccc(F)c(S(=O)(=O)N2CCOCC2)c1	1	-1	0.0	3.3	-5	-1	-1	-6
46	Cn1c(=O)cc(N2CCN(C(=O)c3ccco3)CC2)[nH]c1=O	-5	5	0.0	-0.1	-12	-4	7	-8
47	Cc1ccc(S(=O)(=O)Nc2ccc3c(c2)C(=O)N([C@H](C)CO)C[C@@H](C)[C@@H](CN(C)C(=O)Nc2ccccc2)OCCCC[C@@H](C)O3)cc1	8	1	-1.0	-0.2	-14	-5	0	0
48	CC(C)CC#Cc1ccc([C@H]2[C@H]3CN(S(=O)(=O)c4cccc(F)c4)CC(=O)N3[C@H]2CO)cc1	5	-5	0.1	-0.1	-10	.	-2	.
49	Cc1ccc(-c2nnc(NCc3ccccc3)c3ccccc23)cc1	-3	0	0.0	-0.1	-4	5	1	9
50	COc1ccc(OC)c(C(=O)CCCC(=O)c2cc(OC)ccc2OC)c1	2	-1	0.3	0.2	-11	-4	-2	6

Compound profiles (already shown). Screens in order: S100A4 MyoIIA | ERAP1 HTS inh | Xi reactivation | E-selectin induc | RAD52 anneal inh | RAD54 branch | ERp5 block | esBAF inh
COc1ccc(OC)c(C(=O)CCCC(=O)c2cc(OC)ccc2OC)c1 is listed as 2 | -1 | 0.3 | 0.2 | -11 | -4 | -2 | 6
Cn1cccc1/C=N/NC(=O)c1cccs1 is listed as 5 | 0 | 0.1 | . | -1 | 1 | -4 | 37
O=C(Oc1ccc(-c2nnco2)cc1)c1ccc(F)c(S(=O)(=O)N2CCOCC2)c1 is listed as 1 | -1 | 0.0 | 3.3 | -5 | -1 | -1 | -6

Some of the entries so far, with one line to a screen.
27	CC(=O)Nc1ccc(Nc2cc(-c3ccccc3)nc3ncnn23)cc1
29	Cc1ccc(N(C)S(=O)(=O)c2cccc(C(=O)OCC(=O)N3CCCC(C)C3)c2)cc1 (stereo unspecified)
Compound | 27 | 29
S100A4 MyoIIA | 6 | -1
ERAP1 HTS inh | 0 | 0
Xi reactivation | 0.3 | 0.2
E-selectin induc | -2.4 | -0.3
RAD52 anneal inh | -5 | -8
RAD54 branch | -3 | -1
ERp5 block | -4 | 9
esBAF inh | -8 | -5

(more compounds)
item	canonical_smiles	S100A4 MyoIIA	ERAP1 HTS inh	Xi reactivation	E-selectin induc	RAD52 anneal inh	RAD54 branch	ERp5 block	esBAF inh
51	CCc1nn(CC(=O)N2CCN(CC)CC2)c(=O)c2cccn12	2	-5	0.0	.	-9	11	14	2
52	COc1cccc(C(=O)Nc2ccc3c(c2)C(=O)N(C)C[C@@H](OC)[C@H](C)CN[C@H](C)CO3)c1	5	-3	0.0	0.2	-11	7	2	-4
53	C=CC[C@]12C[C@@]3(O[C@H](c4ccc(C(F)(F)F)cc4)N=C3C[C@H](c3ccc(OC)cc3)[C@H]1C)N(C1CCN(Cc3ccccc3)CC1)C2=O	0	-3	-0.2	-0.2	-6	.	8	.
54	CCN(CC)S(=O)(=O)c1ccc(Cl)c(C(=O)Nc2cccnc2)c1	5	1	0.0	-0.1	-3	-6	0	-1
